ERp5 inh – inhibitors of ERp5-driven insulin aggregation, primary screen, biochemical, turbidity, absorbance 650 nm, single point. Protein disulfide-isomerase A6 (Homo sapiens), Q15084. 90 min. inhibition, % at 9.99 µM. 0.05% of 350,000 active. AID 651711, 2012;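 active = mean replicate inhibition above about 25%, with every replicate also reaching it, limit read from the data, passing the limit was not always enough; inconclusive = only one of those two criteria met; inactive = neither criterion met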
DENV2 CPE rescue – inhibitors of DENV2 cytopathic effect, primary screen, cell-based, plate reader, single concentration | DENV2-infected cells, cytopathic effect rescue | CPE inhibition, % at 9.99 µM | 1.7% of 350,000 active; in the data active = CPE inhibition above about 20%, passing the limit was not always enough; inconclusive = no clear call, values can overlap the other calls; tested in BHK-21 cells;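 also: 0% = median of neutral control wells and 100% = median of positive control wells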
S100A4 MyoIIA – inhibitors of S100A4-myosin IIA peptide binding, primary screen, biochemical, fluorescence polarization, TAMRA-MyoIIA peptide. 0.14% of 360,000 active. Protein S100-A4 (Homo sapiens), P26447. inhibition, % at 10.7 µM;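 active = mean inhibition of at least 70% across replicates, with every replicate also reaching that level; inconclusive = mean inhibition reaches 70% but some replicates fall short; inactive = mean inhibition below 70%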
Target sequence (P26447 whole entry, looked up): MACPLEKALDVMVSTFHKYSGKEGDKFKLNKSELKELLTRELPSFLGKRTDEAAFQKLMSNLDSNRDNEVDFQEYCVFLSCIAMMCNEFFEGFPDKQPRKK
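System – human S100A4 monomer protein, biochemical binding assay · Buffer or medium – Calcium-containing HEPES buffer, pH 7.2 · Timing – 5 min between mix addition and reading · Also added – TAMRA-labelled myosin IIA heavy-chain peptide probe, 5 nM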
Statin myotox sup – suppressors of statin myotoxicity in C2C12 myotubes, primary screen, cell-based, single point, plate reader; C2C12 myotubes + simvastatin, ATP luminescence, 48 h; scaled: DMSO 0, geranylgeraniol control 100; 0.78% of 330,000 active; rescue of ATP level, % at 7.49 µM;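 active = mean ATP rescue above about 67%, or every replicate alone reaching that limit, limit read from the data, passing the limit was not always enough; inconclusive = no clear call, values can overlap the other calls; inactive = mean under the limit and some replicate under it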;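 also: myotubes were challenged with 10 µM simvastatin during compound exposure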
PglD DTNB – C. jejuni PglD acetyltransferase inhibitors, primary screen, biochemical, DTNB colorimetric, single point. UDP-N-acetylbacillosamine N-acetyltransferase PglD (Campylobacter jejuni). purified PglD enzyme, DTNB colorimetric CoA detection. inhibition, % at 12.5 µM. 0.098% of 360,000 active; in the data active = inhibition above about 16%, passing the limit was not always enough; inconclusive = no clear call, values can overlap the other calls; also: strong numbers were not always called active
E-selectin induc – E-selectin induction in HUVECs, primary screen, imaging, HUVEC, immunofluorescence imaging, single point; activation, % at 7.58 µM; normalized: neutral wells 0, TNF-alpha wells 100; 0.37% of 260,000 active; P16581;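 active = mean E-selectin-positive cell signal at least 10% of the positive control, reached in at least 60% of replicates, without over 20% cell loss; inconclusive = no rule given, readout overlaps actives, possibly toxicity-flagged; inactive = the rest, including those meeting only one limit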;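 also: in these data hits start at about 27%; measured in HUVEC primary endothelial cells; signal is the percent of cells scored E-selectin positive by PE staining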
Target sequence (P16581 whole entry, looked up): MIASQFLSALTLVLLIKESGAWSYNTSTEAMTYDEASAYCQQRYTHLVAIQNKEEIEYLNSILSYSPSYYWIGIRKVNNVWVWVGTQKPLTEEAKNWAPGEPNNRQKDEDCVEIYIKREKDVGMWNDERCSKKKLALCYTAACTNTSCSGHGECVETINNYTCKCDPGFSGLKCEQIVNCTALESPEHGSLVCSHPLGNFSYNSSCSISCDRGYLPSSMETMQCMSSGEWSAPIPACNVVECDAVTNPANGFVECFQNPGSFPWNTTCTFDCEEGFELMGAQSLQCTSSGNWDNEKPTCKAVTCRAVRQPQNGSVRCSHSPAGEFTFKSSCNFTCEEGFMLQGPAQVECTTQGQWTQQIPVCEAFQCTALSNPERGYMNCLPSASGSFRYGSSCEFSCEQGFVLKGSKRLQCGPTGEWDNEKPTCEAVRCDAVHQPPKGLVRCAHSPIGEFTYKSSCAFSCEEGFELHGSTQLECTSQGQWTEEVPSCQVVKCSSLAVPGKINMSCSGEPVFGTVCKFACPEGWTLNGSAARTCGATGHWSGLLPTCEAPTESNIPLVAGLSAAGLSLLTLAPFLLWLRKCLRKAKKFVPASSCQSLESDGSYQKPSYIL
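Test system: HUVEC; input: 3,000 HUVEC/well; measured by: immunofluorescence imaging; read-out: % PE-positive cells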
SIRT5 inh – SIRT5 desuccinylase inhibitors, primary screen, biochemical, fluorescence imaging, single point, set 5; NAD-dependent protein deacylase sirtuin-5, mitochondrial (Homo sapiens), Q9NXA8; Purified SirT5, succinyl-peptide AMC, trypsin-coupled fluorescence; inhibition, % at 15 µM; 1.1% of 330,000 active; in the data active = inhibition above about 15%; inconclusive = no clear call, values can overlap the other calls
Target sequence (Q9NXA8 whole entry, looked up): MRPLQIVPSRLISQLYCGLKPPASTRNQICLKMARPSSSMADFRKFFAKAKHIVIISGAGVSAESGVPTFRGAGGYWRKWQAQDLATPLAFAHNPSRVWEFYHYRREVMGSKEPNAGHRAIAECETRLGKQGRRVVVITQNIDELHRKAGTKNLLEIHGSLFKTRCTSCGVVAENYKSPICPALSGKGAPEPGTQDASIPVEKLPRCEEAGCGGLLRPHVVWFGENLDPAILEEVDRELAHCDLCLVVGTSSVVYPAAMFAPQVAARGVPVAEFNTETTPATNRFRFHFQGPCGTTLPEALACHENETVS
* marks the source's active call; other numbers are inactive results; ? = inconclusive; . = not tested or not shown.

SMILES	ERp5 inh	DENV2 CPE rescue	S100A4 MyoIIA	Statin myotox sup	PglD DTNB	E-selectin induc	SIRT5 inh
O=C(c1cccc(NS(=O)(=O)c2ccccc2)c1)N1CCCCC1	1	3	1	-1	3	0.1	0
Cc1ccc(C(=O)N2CCN(c3ccc(N4CCOCC4)nn3)CC2)cc1C	-5	-16	2	.	4	.	-8
CC1(C)O[C@@H](CC(=O)O)[C@]23CO[C@H](C(=O)[C@]4(C)C2CC[C@@]2(C)[C@H](c5ccoc5)OC(=O)C5O[C@]524)[C@@H]13 (some centres undefined)	-3	-1	-2	-6	0	.	0
O=C(NCc1ccncc1)C1Cc2c(-c3ccc4c(c3)OCO4)ccnc2O1 (centres undefined)	-11	7	4	9	0	-0.1	-11
C[C@H]1COc2cc(NCCCN3CCOCC3)ccc2S(=O)(=O)N1	8	-3	-2	.	.	4.4	6
Clc1cc2c(c(CSc3nc4ccccc4n4cccc34)c1)OCOC2	3	14	0	22	-5	0.1	0
c1ccc(Oc2ccc(-n3cnnn3)cc2)cc1	4	-6	13	10	.	.	3
CC=Cc1ccc2n(c1=O)C[C@H]1N[C@@H]2[C@@H](C(=O)NCCc2ccccc2)[C@@H]1CO (mixture of isomers)	0	-6	-4	6	-1	0.3	-15
C[C@@H]1CN([C@@H](C)CO)C(=O)Cc2cc(NC(=O)Nc3ccc4c(c3)OCO4)ccc2O[C@H]1CN(C)C(=O)Nc1cccc2ccccc12	-3	-6	-5	36	0	0.0	3
C[C@H](CO)N1C[C@H](C)[C@H](CN(C)Cc2ccncc2)Oc2ccc(NC(=O)Nc3ccccc3)cc2C1=O	-12	0	4	-21	1	0.6	2
Nc1nc(Cl)cc(Nc2ccccc2Cl)n1	1	0	-1	6	-2	0.0	3
Cc1c(-n2c(SCC(=O)C(C)(C)C)nc3ccccc3c2=O)c(=O)n(-c2ccccc2)n1C	0	.	0	8	0	.	0
CC(C)COC(=O)N(C)C[C@H]1OCc2cnnn2CCCC(=O)N([C@@H](C)CO)C[C@@H]1C	-2	-5	6	-14	-1	0.2	-1
Cc1noc(C)c1NC(=O)Nc1ccc2c(c1)C(=O)N([C@H](C)CO)C[C@@H](C)[C@H](CN(C)Cc1ccc(C(=O)Nc3ccccc3N)cc1)O2	1	-7	-7	.	.	.	1
Cc1cccc(C(=O)OCC(=O)Nc2ccc3c(c2)OCCO3)c1	-18	7	-1	4	-8	.	-3
CCCC(=O)N1CCC2(CC1)CN(C(=O)C1CCC1)[C@@H](CO)c1[nH]c3cc(OC)ccc3c12	.	-6	-2	.	.	-0.2	-6
O=C(NC1CC1)c1ccc(CS(=O)(=O)c2c(Cl)cccc2Cl)o1	2	5	-3	-10	1	-0.1	.
COC(=O)c1cc(Br)ccc1N(Cc1cc(OC)cc(OC)c1)S(C)(=O)=O	-3	7	35	12	7	0.0	.
COc1ccc(NC(=O)CN2CCN(c3c(C)cccc3C)CC2)cc1	1	-8	0	1	-7	0.0	-1
CC1(C)OC2OC(COC(=O)c3ccccc3)C3OC(C)(C)OC3C2O1 (centres undefined)	0	-9	4	.	-4	-1.4	-5
CC(=O)Nc1cccc(-c2csc(C(C)(O)c3ccc(F)c(F)c3)n2)c1 (centres undefined)	-1	?	-3	1	2	0.0	.
CS(=O)(=O)c1ccc(C(=O)NCC2(N3CCOCC3)CCCCC2)cc1	6	0	3	-11	-4	-0.2	-3
CCCNC(=O)N1CC2(CN(S(=O)(=O)CC)C2)c2c([nH]c3cc(OC)ccc23)[C@H]1CO	2	-2	14	.	.	-0.1	.
C[C@@H]1CN([C@H](C)CO)C(=O)c2cc(NS(=O)(=O)c3cn(C)cn3)ccc2O[C@H]1CN(C)S(=O)(=O)c1ccc(Cl)cc1	-4	-4	8	6	3	-0.1	-2
O=C(O)c1cccc(COc2ccccc2Cl)c1	5	-2	4	-10	-5	.	0

Just Statin myotox sup, PglD DTNB and S100A4 MyoIIA, for some of the entries so far:
molecule	Statin myotox sup	PglD DTNB	S100A4 MyoIIA
Nc1nc(Cl)cc(Nc2ccccc2Cl)n1	6	-2	-1
CC1(C)O[C@@H](CC(=O)O)[C@]23CO[C@H](C(=O)[C@]4(C)C2CC[C@@]2(C)[C@H](c5ccoc5)OC(=O)C5O[C@]524)[C@@H]13 (some centres undefined)	-6	0	-2
CCCC(=O)N1CCC2(CC1)CN(C(=O)C1CCC1)[C@@H](CO)c1[nH]c3cc(OC)ccc3c12	.	.	-2
CC(=O)Nc1cccc(-c2csc(C(C)(O)c3ccc(F)c(F)c3)n2)c1 (centres undefined)	1	2	-3
Cc1cccc(C(=O)OCC(=O)Nc2ccc3c(c2)OCCO3)c1	4	-8	-1

Continued.
SMILES	ERp5 inh	DENV2 CPE rescue	S100A4 MyoIIA	Statin myotox sup	PglD DTNB	E-selectin induc	SIRT5 inh
CCOC(=O)Nc1ccc2c(CN3CCN(S(=O)(=O)c4ccc(C(C)C)cc4)CC3)cc(=O)oc2c1	-3	6	-12	1	1	.	-4
c1ccc(CN(Cc2ccccc2)Cc2nnc(-c3cc4ccccc4[nH]3)s2)cc1	-2	14	-14	17	1	0.2	.
COc1cc(OC)c(NC(=O)C2CCCO2)cc1Cl (centres undefined)	3	5	0	-5	9	1.5	-1
CCS(=O)(=O)N1CCN(c2cnn(-c3ccccc3)c(=O)c2Cl)CC1	-4	11	3	2	-1	.	1
CC(CN1CCC(O)CC1)c1ccccc1 (centres undefined)	2	8	4	-13	-1	1.2	0
CNC(=O)C(=O)Nc1nc(C23CC4CC(CC(C4)C2)C3)cs1	-2	-1	-2	.	.	.	-2
CSc1cccc(NC(=S)NC(=O)CCc2ccccc2)c1	-3	5	1	-7	-1	2.2	4
Cc1ccc(NC(=O)c2ncn(CCCN[C@H](C)c3cccc4ccccc34)n2)cc1C	-1	-6	-1	-19	-5	-1.1	-4
CC[C@]12c3[nH]c4ccccc4c3CCN1C(=O)C(CC(=O)NCCN1CCOCC1)C[C@@H]2C(=O)N1CCN(C(=O)C2CC2)CC1 (some centres undefined)	1	-14	5	3	5	0.3	-2
CC(=O)N(c1ccccc1C)S(=O)(=O)c1ccc(Cl)cc1	1	-3	-22	.	.	.	.
Cc1cc(C)nc(N2CCCC(C(=O)NCc3ccc4c(c3)OCO4)C2)n1 (centres undefined)	-8	-5	2	.	.	3.4	-8
CC(C)NC(=O)N(C)C[C@H]1Oc2ccc(NC(=O)CCCCCC(=O)Nc3ccccc3N)cc2C(=O)N([C@@H](C)CO)C[C@@H]1C	0	3	12	.	.	-7.2	.
COc1ccc([C@H]2C[C@@H](O)[C@H](n3cc(COC(=O)c4ccccc4)nn3)CN2C(=O)c2cccs2)cc1	2	-2	1	5	0	0.9	.
COc1ccc(NC(=O)CSc2nc3c(c(=O)n2C)SCC3)cc1OC	3	-8	0	10	-1	-0.3	-1
O=C(C[C@H]1C[C@H]2c3cc(NC(=O)C4CCC4)ccc3O[C@H]2[C@H](CO)O1)NCc1ccc(-c2ccccc2)cc1	-1	-4	-3	-5	1	1.3	6
COc1cccc(S(=O)(=O)Nc2ccc3c(c2)[C@@H]2C[C@@H](CC(=O)O)O[C@H](CO)[C@@H]2O3)c1	0	0	10	-6	0	0.5	0
N#C[C@@H]1[C@H](c2ccc(-c3cccnc3)cc2)[C@H](CO)N1C(=O)C1CCOCC1	-2	-2	-5	-13	-3	-0.1	-1
O=C1CN(S(=O)(=O)Cc2ccccc2)C[C@H]2[C@H](c3ccc(C#Cc4ccc(F)cc4)cc3)[C@H](CO)N12	-6	-3	1	.	.	.	5
Cc1ccc(S(=O)(=O)Nc2ccccc2CNc2ccccn2)cc1	?	-2	0	.	.	0.3	-3
COc1cccc(-n2nnc3c(=O)n(CC(=O)Nc4ccccc4C)cnc32)c1	-1	5	0	19	9	.	-3
O=C(Cn1cnc2cc([N+](=O)[O-])ccc2c1=O)Nc1ccc(N2CCOCC2)cc1	0	4	2	-11	3	2.3	-1
CCOc1cc(C(=O)OCC(=O)Nc2cccc(C)c2)ccc1OCC(=O)N1CCOCC1	6	-4	-2	-4	-4	.	0
CCC(=O)N1CCC(C)(C(=O)Nc2ccc3c(c2)OCCO3)C1 (centres undefined)	1	-5	-6	-2	1	-0.1	.
C[C@H](CO)N1C[C@H](C)[C@H](CN(C)C(=O)Cc2ccccn2)Oc2ncc(C#CC3CCCC3)cc2C1=O	-4	-1	10	2	2	-0.1	0
Cc1ccc(Sc2nc(C)c([N+](=O)[O-])c(C)c2C#N)cc1	-1	29*	0	26	1	.	-4
Further entries follow.
SMILES	ERp5 inh	DENV2 CPE rescue	S100A4 MyoIIA	Statin myotox sup	PglD DTNB	E-selectin induc	SIRT5 inh
CCCn1nc(C(=O)Nc2nnc(C3CC3)s2)c2ccccc2c1=O	0	10	1	-7	2	.	-1
O=C(CCC(=O)N1CCN(c2ccccc2F)CC1)N1CCN(c2ccccc2)CC1	1	-2	-6	6	-3	0.1	-2
CC(=O)c1c(-c2ccc(Cl)cc2Cl)noc1C	4	3	-5	.	6	0.2	0
O=C(CCc1nnc2n(Cc3ccc(F)cc3)c(=O)c3ccccc3n12)NCCCN1CCOCC1	-2	0	-1	1	0	.	-4
O=S(=O)(c1ccc(Cl)nc1)N1CCN(c2ncccn2)CC1	0	-7	3	5	17	.	-1
Cc1ccccc1Nc1c(-c2ccccn2)nc2c(C)cccn12	1	-4	1	-12	4	-0.2	-3
O=C(NC(=S)NCc1ccc2c(c1)OCO2)c1ccccc1	-3	2	-4	3	1	.	-9
COc1ccc(-c2cc(C(F)(F)F)n3nc(N)nc3n2)cc1	3	-1	4	-5	.	.	-28
CC(C)C#Cc1ccc2c(c1)O[C@@H](CN(C)C(=O)NC(C)C)[C@H](C)CN([C@@H](C)CO)S2(=O)=O	.	0	.	2	2	-5.1	.
C[C@H]1CN([C@@H](C)CO)C(=O)c2cc(C#CCc3ccccc3)cnc2O[C@@H]1CN(C)C(=O)Cc1cccnc1	-4	-1	1	12	4	0.2	3
O=C(C1CCOCC1)N1[C@H](CO)[C@H](c2ccccc2)C12CN(Cc1cncnc1)C2	4	0	-4	.	.	0.0	1
COc1ccc(-c2ccc([C@@H]3[C@@H](C#N)N(C(=O)NC4CCCCC4)[C@H]3CO)cc2)cc1	5	1	-16	43	0	0.2	-2

By substructure: those above containing a nitro group on carbon
SMILES	ERp5 inh	DENV2 CPE rescue	S100A4 MyoIIA	Statin myotox sup	PglD DTNB	E-selectin induc	SIRT5 inh
O=C(Cn1cnc2cc([N+](=O)[O-])ccc2c1=O)Nc1ccc(N2CCOCC2)cc1	0	4	2	-11	3	2.3	-1
Cc1ccc(Sc2nc(C)c([N+](=O)[O-])c(C)c2C#N)cc1	-1	29*	0	26	1	.	-4

Screening results (PubChem BioAssay)

An excerpt (hit frequency here may not be typical).
